hgDAF12 agonist: hgDAF-12 agonism, primary luciferase screen; HEK293 GAL4-hgDAF12 UAS-luciferase reporter, agonist luminescence; normalized to butyrate control; activation, % at 6.8 µM; 370,000 tested, 1.8% active; AID 687014;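 active = activation above a cutoff set at the mean of all screened compounds plus 3 SD, cut at about 10% in these data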;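 note: 0% = DMSO wells and 100% = sodium butyrate wells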
DAX1 inh-1: NR0B1 (DAX1) inhibition. inhibition, % at 6.75 µM. P51843. AID 504766. HEK293 Gal4-DAX1 luciferase reporter, luminescence. 340,000 tested, 0.99% active;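 active = inhibition above the mean over all tested compounds plus 3 SD, cut at about 4.2% in these data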;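 note: 0% = DAX1-transfected cells with DMSO and 100% = empty-vector control cells with DMSO; inhibition shows as a rise in luminescence from relieved DAX1 repression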
ssDAF-12 act: activates DAF-12 receptor from parasite S. stercoralis | HEK293 ssDAF-12/GRIP1 lit1-tk-luc reporter, luminescence; % of 3 µM dafachronic acid response | activation, % at 6.8 µM | 370,000 tested, 1% active | AID 652126;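 active = activation above the mean over all tested compounds plus 3 SD, cut at about 0.9% in these data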;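 note: 0% = DMSO-only wells and 100% = 3 µM delta7-dafachronic acid wells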
hcDAF12 agonist: activators of H. contortus DAF-12 nuclear receptor; HEK293 hcDAF-12 lit1-tk-luc reporter, luminescence; 0% DMSO, 100% Δ7-dafachronic acid; activation, % at 6.8 µM; 370,000 tested, 1.4% active; AID 652067;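 active = activation above the mean of all tested compounds plus 3 SD, cut at about 5.5% in these data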;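 note: 100% = response to 3 µM Δ7-dafachronic acid high control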
sPLA2-III inh: Blocks human group III sPLA2 activity. Q9NZ20. QFRET BODIPY PC-A2 liposome hydrolysis, fluorescence. inhibition, % at 12.2 µM. 370,000 tested, 0.56% active;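 active = inhibition above mean plus 3 SD of compounds lying within the high and low control bounds, cut at about 19% in these data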;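 note: 0% = median of test compound wells and 100% = no enzyme DMSO wells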
Target sequence (Q9NZ20 whole entry, looked up): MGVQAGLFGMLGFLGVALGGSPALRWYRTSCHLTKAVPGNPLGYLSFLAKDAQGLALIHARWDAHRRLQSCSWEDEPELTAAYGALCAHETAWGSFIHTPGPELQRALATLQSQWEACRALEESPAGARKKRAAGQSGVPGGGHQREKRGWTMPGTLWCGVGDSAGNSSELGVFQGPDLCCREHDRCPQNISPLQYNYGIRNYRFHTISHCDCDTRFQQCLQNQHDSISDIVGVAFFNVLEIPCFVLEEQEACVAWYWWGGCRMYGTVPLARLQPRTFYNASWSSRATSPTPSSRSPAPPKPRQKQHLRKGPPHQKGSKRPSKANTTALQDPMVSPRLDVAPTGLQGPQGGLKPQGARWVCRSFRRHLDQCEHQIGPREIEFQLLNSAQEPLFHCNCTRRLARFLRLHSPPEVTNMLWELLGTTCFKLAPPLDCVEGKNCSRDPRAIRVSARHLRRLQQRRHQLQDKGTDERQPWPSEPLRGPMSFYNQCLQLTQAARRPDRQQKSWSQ
GAA850 FXN act: increases GAA850 frataxin promoter reporter activity; HEK293 lucGAA850 FXN promoter luciferase reporter, 24 h; percent of 10 µM SAHA response; activation, % at 6 µM; 360,000 tested, 0.56% active;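 active = activation above the average of all compounds screened plus 3 SD, cutoff fixed separately per campaign, cut at about 7.5% in these data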;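 note: 0% = DMSO wells and 100% = 10 µM SAHA wells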
ADAM17 inh: inhibitors of human ADAM17 | P78536 | recombinant ADAM17, EDANS/DABCYL FRET peptide cleavage | inhibition, % at 6.95 µM | 370,000 tested, 0.83% active;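 active = inhibition above the mean of compounds lying between control limits plus 3 SD, set per campaign, cut at about 8.5% in these data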;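 note: 0% = DMSO-only wells as the low control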
PLC-beta3 inh: PLC-beta3 (human) inhibition, primary screen. Purified PLC-beta3, fluorogenic substrate, fluorescence. inhibition, % at 12.2 µM. 370,000 tested, 0.18% active. AID 720704; in the data active = inhibition above about 11%;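 note: 0% = median of compound wells on plate and 100% = full blocker control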
ADAM10 inh: inhibits human ADAM10; recombinant ADAM10, EDANS/DABCYL FRET peptide cleavage, 3 h; inhibition, % at 7 µM; 370,000 tested, 0.62% active; AID 720582;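 active = inhibition above a per-campaign cutoff equal to the mean of compounds falling between control-based bounds plus 3 SD, cut at about 20% in these data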;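 note: 0% = DMSO wells while the 100% control is not disclosed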
Target sequence (O14672 214-748 limits assumed): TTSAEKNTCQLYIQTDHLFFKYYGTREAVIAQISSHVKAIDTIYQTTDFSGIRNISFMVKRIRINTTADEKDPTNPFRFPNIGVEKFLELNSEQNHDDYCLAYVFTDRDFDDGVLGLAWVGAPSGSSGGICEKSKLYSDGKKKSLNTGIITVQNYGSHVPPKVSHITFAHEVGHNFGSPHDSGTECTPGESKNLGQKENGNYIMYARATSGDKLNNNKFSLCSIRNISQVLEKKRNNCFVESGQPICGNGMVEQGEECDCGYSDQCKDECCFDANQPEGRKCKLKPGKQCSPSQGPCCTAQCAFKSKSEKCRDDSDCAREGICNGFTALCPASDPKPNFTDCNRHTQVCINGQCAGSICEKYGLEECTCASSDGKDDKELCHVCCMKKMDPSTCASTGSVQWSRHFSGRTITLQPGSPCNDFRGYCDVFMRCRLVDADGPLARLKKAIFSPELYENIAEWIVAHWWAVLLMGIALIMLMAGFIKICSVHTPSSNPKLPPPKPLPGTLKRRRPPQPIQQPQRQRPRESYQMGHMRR
DAX1 inh-2: DAX1 (NR0B1) inhibition, primary screen. HEK293T StAR-luciferase reporter, SF-1/DAX-1 repression relief. inhibition, % at 6.8 µM. 370,000 tested, 1.1% active. AID 652010;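 active = inhibition above the mean over all tested compounds plus 3 SD, cut at about 3.6% in these data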;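 note: 0% = DAX-1 cells with DMSO and 100% = cells lacking DAX-1 with DMSO; higher inhibition means more luminescence from relief of DAX-1 repression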
PLC-gamma1 inh: PLC-gamma1 (human) inhibition, primary screen; 370,000 tested, 0.84% active; purified PLC-gamma1, fluorogenic substrate, fluorescence; P19174; inhibition, % at 12.2 µM; in the data active = inhibition above about 9.5%
The depositor's hits bear a star; i = inactive; nt = no result given. The order is random; overall some 6.9% were active at least once.

SMILES	hgDAF12 agonist	DAX1 inh-1	ssDAF-12 act	hcDAF12 agonist	sPLA2-III inh	GAA850 FXN act	ADAM17 inh	PLC-beta3 inh	ADAM10 inh	DAX1 inh-2	PLC-gamma1 inh
Cc1ccc(Nc2nc3nonc3[nH]c2=O)cc1	5.2	2.1	-0.7	0.8	-2	-0.3	2	-2	4	-0.1	1
COCCCn1c(=O)c2ccccc2n(Cc2ccc(C)cc2)c1=O	-1.9	-0.3	-1.6	-2.1	-4	0.2	1	-2	6	-0.5	6
CC(C)c1ccccc1NS(=O)(=O)c1cccs1	1.0	0.3	-0.5	-1.5	-7	0.9	0	-5	3	-0.4	1
COc1ccc(-c2cccc3c2NC(=O)C3=O)cc1OC	5.1	-0.1	-1.3	0.0	4	1.8	-8	-8	-17	0.3	-9
CC(C)C[C@H]1CN([C@@H](CC(C)C)CN2CCCC2CN2C(=S)NC[C@@H]2Cc2ccccc2)C(=S)N1CC1CCCCC1 (some centres not stated)	0.1	nt	-1.3	-1.1	0	nt	-2	-1	-7	0.4	1
O=C(Cc1c(Cl)cccc1Cl)N/N=C/c1cccnc1	0.1	0.6	-1.3	0.5	-1	-0.2	0	-9	4	-0.9	-1
CCCc1cc(NCCN(C)C)n2c(nc3ccccc32)c1C#N	0.1	0.4	-1.7	-2.2	5	-1.4	i	i	i	-0.8	i
COCCNC(=S)NC1CC2CCCC(C1)N2Cc1cccs1 (configuration not stated)	-1.7	0.7	-1.1	-2.3	18	0.4	-1	4	-3	0.1	0
Fc1ccc(-[n+]2nc(Nc3ccccc3)sc2-c2c3ccccc3cc3ccccc23)cc1	0.8	-0.7	-1.6	-0.4	1	-4.2	1	-38	-20	-0.6	-23
CCC1Oc2ccccc2N(CC(=O)N2CC(C)CC(C)C2)C1=O (configuration not stated)	4.1	-0.2	-1.5	0.0	-1	-2.9	-2	0	-11	0.0	3
COC(=O)[C@@]12CCCN1[C@H](c1ccc(-c3ccc4c(c3)OCO4)c(OC)c1)[C@H]1C(=O)N(C)C(=O)[C@H]12	-0.1	-0.1	-1.4	-1.9	-4	-1.4	-1	-2	-6	-0.2	0
CCn1ncc(Br)c1C(=O)Nc1ccc(F)cc1F	-0.4	-0.1	-1.2	-3.4	0	2.3	-2	1	-5	-0.9	2
CC1(C)CC(=O)C(C=NCCN2CCN(C(=O)c3ccc(Br)cc3)CC2)=C(O)C1	1.5	-0.8	-0.5	-1.0	5	1.5	0	2	2	-0.1	4
COc1ccccc1NC(=O)NCCN1CCN(C(=O)Nc2ccccc2OC)CC1	-2.1	2.4	-1.6	-1.6	0	2.1	1	3	-4	-0.8	1
CCc1ccc2c(c1)C(=O)CCC2	4.2	-0.8	-0.2	-0.1	14	-1.2	-4	-1	-19	-0.2	-1
OC[C@@H]1[C@@H](c2ccc(Cl)cc2)C(c2cccc(Cl)c2)=NN1c1ccccc1	0.8	-0.3	-0.1	-1.2	5	-0.8	i	i	i	0.5	i
CC(C)[C@H](NC(=O)c1ccc(F)cc1)C(=O)NC1=NCCS1	2.6	0.6	-1.2	-0.3	-2	0.7	1	-41	9	-0.7	5
CCN(CC)CCNC(=O)c1ccc(NC(=O)c2cccc(-n3cnnn3)c2)cc1	4.1	0.3	-1.3	-0.6	-2	0.7	0	-3	-3	-0.1	-4
CCCCC(CC(O)COCC(C)C)C(=O)NNC(=S)Nc1ccccc1 (configuration not stated)	2.7	2.1	-0.7	2.8	3	0.6	1	1	3	-0.5	0
Cc1nc2c(C)cccn2c(=O)c1NC(=O)c1cccs1	1.4	0.5	-0.7	-1.3	-3	0.3	0	4	-2	-0.6	0

The list goes on (2 carried over from the part before).
SMILES	hgDAF12 agonist	DAX1 inh-1	ssDAF-12 act	hcDAF12 agonist	sPLA2-III inh	GAA850 FXN act	ADAM17 inh	PLC-beta3 inh	ADAM10 inh	DAX1 inh-2	PLC-gamma1 inh
CCCCC(CC(O)COCC(C)C)C(=O)NNC(=S)Nc1ccccc1 (configuration not stated)	2.7	2.1	-0.7	2.8	3	0.6	1	1	3	-0.5	0
Cc1nc2c(C)cccn2c(=O)c1NC(=O)c1cccs1	1.4	0.5	-0.7	-1.3	-3	0.3	0	4	-2	-0.6	0
c1ccc(-n2nnnc2Sc2n[nH]c(-c3ccncc3)n2)cc1	0.4	-0.2	-0.4	0.4	1	-2.9	-3	-3	-8	-0.6	-5
CCNC(=O)C1(C)CCCN(Cc2noc(-c3c(C)noc3C)n2)C1 (configuration not stated)	0.8	nt	-1.0	2.6	6	1.0	1	5	-6	1.0	7
O=C(c1ccc(-c2nnc(Nc3cccc(Cl)c3)c3ccccc23)cc1)N1C[C@H]2C[C@H](C1)c1cccc(=O)n1C2	-1.4	1.0	-1.6	-1.4	-3	-3.4	7	-66	10	-0.1	-55
O=C(Cc1ccc(F)cc1)N/N=C/c1ccncc1	-0.3	1.0	-1.8	-1.7	-1	-1.2	-1	3	7	0.5	2
Cc1ccc(NC(=O)CN2CCC(NC(=O)Cc3ccccc3)CC2)cc1C	-0.4	-1.8	-0.8	1.5	-5	-0.8	-1	2	0	0.1	0
Cc1[nH]c2ccccc2c1/C=N/Nc1nc(Nc2ccccc2)nc(N2CCOCC2)n1	-2.6	-2.7	-1.1	-1.2	-18	-2.9	5	-2	14	-0.6	-2
CCCCn1nc(C(=O)Nc2nc3c(s2)CCCC3)c2ccccc2c1=O	-0.5	-0.9	-1.6	0.3	0	1.6	-2	-3	-9	-0.5	-4
O=[N+]([O-])c1ccccc1/C=N/N1CCN(c2ccc(Cl)cc2)CC1	0.4	0.2	-1.9	-1.5	1	0.6	-2	-61	9	-0.7	2
NC(=S)NNC(=O)c1cccc(Cl)c1	1.3	1.6	-0.8	-0.5	-1	-0.9	-3	-3	-3	-0.3	0
CCc1ccc2[nH]c(=O)c(C(c3nnnn3CC3CCCO3)N3CCCc4ccccc43)cc2c1 (configuration not stated)	1.6	1.7	-0.4	2.1	-9	-0.5	-6	-13	-18	-1.1	-10
COCCNC(=O)c1ccc(CS(=O)(=O)c2ccccc2OC)o1	-2.0	-0.6	-1.0	-1.8	3	1.0	3	-1	0	0.2	4
Cc1cccc(NC(=O)c2sc(Cl)nc2C)c1C	1.0	-1.3	-0.1	0.2	6	-0.4	-3	2	-5	0.2	3
CCOC(=O)c1ccccc1N=N/C(C(C)=O)=C(/C)O	1.6	2.7	-1.3	-0.7	0	-0.6	-2	2	7	-0.3	3
Cc1ccc(C(=O)NCC(=O)OCC(=O)/C=C2\N(C)c3ccccc3C2(C)C)cc1C	1.9	0.0	-1.1	-1.5	-6	0.9	-26	-102	-101	0.3	-80
CCCC1=NCCn2cccc21	0.9	0.9	-0.7	-0.7	0	-0.6	-8	-19	-17	0.5	-15
Cc1ccc(NC(=O)c2ccccc2F)cc1S(=O)(=O)N1CCCCCC1	-1.8	-0.7	-1.6	-0.9	-14	2.2	2	2	14	-0.6	5
COC(=O)C(C)(C)ONC(=O)Nc1ccc(Br)cc1	0.9	-1.4	-1.2	-0.8	2	2.6	-2	1	-3	-0.5	0
COc1cccc(CN2CC(C(=O)NC3CCC3)CCC2=O)c1 (configuration not stated)	-0.3	0.7	-0.9	-1.7	0	0.5	-6	-4	3	1.1	2
Cc1c(NC(=O)c2ccc(S(=O)(=O)N3CCOCC3)cc2)c(=O)n(-c2ccccc2)n1C	-2.7	1.5	-1.6	-1.2	0	0.0	-2	-6	0	-0.2	2
CC1CCCN(C/C=C/c2ccccc2[N+](=O)[O-])C1 (configuration not stated)	1.4	-0.2	-1.0	2.0	0	2.6	-4	1	-8	-0.4	0
O=[N+]([O-])c1c(Nc2ccccn2)cc(Cl)c2nonc12	-4.2	-3.0	-2.0	-0.7	-21	1.5	-3	-72	-12	-0.6	-36
O=C(CCCC(=O)OCC(Cl)=C(Cl)Cl)Nc1cccc(F)c1	0.2	-0.2	-1.6	-1.7	-20	0.4	4	3	9	-0.1	1
COc1ccc(-n2nnnc2CNC(=O)C(=O)c2c[nH]c3ccccc23)cc1	-0.7	0.1	-0.6	2.9	-8	0.2	2	0	-14	-0.3	-3
CCOC(=O)C(NC(=O)C1C(C)N1S(=O)(=O)c1ccc(C)cc1)C(=O)OCC (configuration not stated)	-0.1	-0.2	-1.5	-0.3	-2	-0.7	1	-1	-1	-1.4	3
C/C(=N\NC(=O)c1cc(Br)ccc1O)c1cccc(NC(=O)c2ccccc2F)c1	4.1	0.8	-1.1	-1.2	8	3.3	-40	-95	-49	-0.1	-51
C[C@H](CO)N1C[C@H](C)[C@@H](CN(C)S(=O)(=O)c2ccccc2)OCCCC[C@H](C)Oc2ccc(NC(=O)CCC(F)(F)F)cc2C1=O	-1.6	-0.1	-1.0	-0.8	-12	-4.3	-2	-1	1	0.0	3
CS(=O)(=O)N1CCN(C(=O)COc2ccccc2)CC1	0.2	3.2	-1.6	-1.7	5	0.5	-3	-4	-11	0.3	0
COc1ccccc1NC(=O)Nc1ccc(NC(=O)c2ccccc2O)cc1	-0.3	-0.6	-0.8	-1.3	-25	2.5	4	-21	6	-0.7	-11
NC(=S)n1[nH]c(-c2ccc([N+](=O)[O-])cc2)c(N=Nc2cccc([N+](=O)[O-])c2)c1=O	4.8	0.7	-0.9	2.1	-6	2.1	0	2	-1	-0.7	2
COC(=O)c1ccccc1OCCCCN1CC(C)OC(C)C1 (configuration not stated)	1.2	-0.5	-0.9	-1.6	6	1.0	-3	-3	-12	0.2	2
COCCn1nnnc1C(c1cccs1)N1CCN(c2cccc(C(F)(F)F)c2)CC1 (configuration not stated)	0.8	0.6	-1.5	0.8	1	-1.5	3	3	6	-1.6	-1
COc1ccccc1CNC(=O)CC1C(=O)NCCN1C1Cc2ccccc2C1 (configuration not stated)	0.8	0.3	-0.9	-1.0	2	1.4	-1	-13	-19	1.0	-3
C/C(Cc1ccccc1)=N\NC(=O)CNC(=O)c1ccc(Br)cc1	-2.4	-0.6	-1.6	-1.4	1	0.7	-5	-1	-11	-0.7	0
CC1CCN(S(=O)(=O)c2ccc(NC(=O)C3CC(=O)N(c4ccccc4)C3)cc2)CC1 (configuration not stated)	-3.2	-1.3	-0.8	-1.9	-3	1.2	0	-7	-7	-0.3	2
C[C@H]1CN([C@@H](C)CO)C(=O)CCCn2nncc2CO[C@H]1CN(C)C(=O)Nc1cccc2ccccc12	-1.4	nt	-0.6	-0.5	7	nt	-11	-6	-23	2.2	-4
CN1/C(=C/c2cccc[n+]2C)Sc2ccccc21	-5.0	-2.8	-1.7	-4.6	7	-2.1	4	-4	8	-0.9	0
Cc1nc2ccccc2nc1OCC(=O)Nc1ccc2ccccc2c1	4.0	1.3	-1.5	-0.4	-1	-1.0	-3	-1	-14	-1.5	2
Cc1cc(C)nc(Sc2c(F)c(F)c(C(F)(F)F)c(F)c2F)n1	0.9	1.4	-1.3	-0.4	0	-0.9	1	0	3	0.9	6
O=C(COC(=O)c1ccccc1NC(=O)c1ccco1)Nc1ccc2c(c1)OC(F)(F)O2	0.0	2.7	-1.5	0.2	1	-2.6	0	-3	-5	-0.5	-3

Compound activity (PubChem BioAssay)
